Jurkat NFkB inh: inhibitors of induced NF-kB luciferase reporter, primary screen, TCR NF-kB activation inhibitor project, cell-based, luminescence, uHTS. AID 435003, 2010. 330,000 compounds, 0.53% hits. inhibition, % at 4 µM. Jurkat, PMA/ionomycin-induced NF-kB luciferase reporter
697 NFkB inh: inhibitors of PMA/ionomycin-induced NF-kB reporter, 697 cells, primary screen, B-cell NF-kB inhibitor project, cell-based, luminescence, uHTS. inhibition, % at 4 µM. 330,000 compounds, 0.33% hits. 697 B-cell NF-kB luciferase reporter, 16 h; in the data active means inhibition above about 35%
HKDC1 inh: HKDC1 hexokinase inhibitors, primary screen, biochemical, fluorescence, uHTS; recombinant HKDC1, G6PDH/diaphorase resazurin coupled fluorescence; inhibition, % at 20 µM; 340,000 compounds, 0.16% hits; AID 493160, 2011;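 active means inhibition above about 35% when tested at 20 µM, limit read from the data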;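 further: plate controls were DMSO wells with enzyme for no effect and DMSO wells lacking enzyme for full effect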
Target sequence (Q2TB90 whole entry, looked up): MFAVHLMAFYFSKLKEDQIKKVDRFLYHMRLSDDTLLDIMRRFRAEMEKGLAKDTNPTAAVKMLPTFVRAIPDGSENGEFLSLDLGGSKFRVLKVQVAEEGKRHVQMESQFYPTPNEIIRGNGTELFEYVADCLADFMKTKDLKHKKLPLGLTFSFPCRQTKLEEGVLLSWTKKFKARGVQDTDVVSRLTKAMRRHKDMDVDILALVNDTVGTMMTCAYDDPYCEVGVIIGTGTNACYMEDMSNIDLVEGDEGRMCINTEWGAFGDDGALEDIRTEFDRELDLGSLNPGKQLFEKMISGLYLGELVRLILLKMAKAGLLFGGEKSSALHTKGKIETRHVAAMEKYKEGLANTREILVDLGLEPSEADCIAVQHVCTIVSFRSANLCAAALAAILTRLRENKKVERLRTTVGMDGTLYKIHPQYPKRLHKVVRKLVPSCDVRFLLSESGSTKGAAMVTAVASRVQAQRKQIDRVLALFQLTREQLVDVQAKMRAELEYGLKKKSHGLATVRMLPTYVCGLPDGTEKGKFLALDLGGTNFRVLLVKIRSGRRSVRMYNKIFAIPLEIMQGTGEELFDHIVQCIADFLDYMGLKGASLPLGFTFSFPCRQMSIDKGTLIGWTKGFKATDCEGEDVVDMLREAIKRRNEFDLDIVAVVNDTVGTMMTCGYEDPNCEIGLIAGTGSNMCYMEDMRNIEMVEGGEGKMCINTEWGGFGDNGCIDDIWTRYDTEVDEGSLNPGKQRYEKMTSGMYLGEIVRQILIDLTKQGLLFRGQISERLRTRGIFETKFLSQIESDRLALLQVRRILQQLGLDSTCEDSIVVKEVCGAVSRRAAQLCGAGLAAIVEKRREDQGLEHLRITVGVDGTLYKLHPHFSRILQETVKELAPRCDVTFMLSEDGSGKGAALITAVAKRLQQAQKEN
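test system = in-house recombinant HK5 (HKDC1) enzyme | amount = HKDC1 at 5 µg/mL | control set = DMSO-enzyme wells negative, buffer-substituted wells positive | compound = one dose of 20 µM, 1% DMSO | schedule = reaction time 90 min, room temperature, protected from light | technique = resorufin fluorescence at 613 nm | reagent = glucose with 1 mM ATP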
SENP8 block: SENP8 protease inhibitors, primary screen, biochemical, luminescence; Sentrin-specific protease 8 (Homo sapiens), Q96LD8; purified SENP8, Z-RLRGG-aminoluciferin cleavage; inhibition, % at 10 µM; 330,000 compounds, 1.2% hits
SENP7 block: SENP7 protease inhibitors, primary screen, biochemical, luminescence, uHTS; AID 434973, 2010; Sentrin-specific protease 7 (Homo sapiens), Q9BQF6; 330,000 compounds, 1.5% hits; inhibition, % at 5 µM; recombinant SENP7, Z-RLRGG-aminoluciferin luminescence, 40 min;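 active means inhibition above about 50% at the single test dose, limit read from the data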;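 further: plate controls were DMSO with enzyme for no effect and no enzyme buffer wells for full effect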
Apaf-1 inh: inhibitors of human Apaf-1 apoptosome, primary screen, biochemical, DEVD-Rh110 fluorescence, uHTS | reconstituted apoptosome caspase-3 activity | Apoptotic protease-activating factor 1 (Homo sapiens), O14727 | 330,000 compounds, 0.71% hits | inhibition, % at 20 µM | AID 489030, 2010; active means inhibition of at least 40% at 20 µM;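 further: plate controls were DMSO wells for no effect and DEVD-CHO caspase inhibitor wells for full effect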
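System: reconstituted apoptosome with Apaf-1, cytochrome c, caspase-9, procaspase-3, dATP; Signal: Rh110 fluorescence intensity; Schedule: 30 min compound preincubation, 50 min activation, room temperature; Reagent: cytochrome c trigger plus (Z-DEVD)2-Rh110 caspase-3 substrate.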
UBC13 inh: UBC13 polyubiquitin chain formation inhibitors, primary screen, biochemical, TR-FRET, uHTS; AID 485273, 2010; 330,000 compounds, 0.47% hits; inhibition, % at 20 µM; Ubiquitin-conjugating enzyme E2 N (Homo sapiens), P61088; in the data active means inhibition above about 45%, passing the limit was not always enough; inconclusive means no clear call, values can overlap the other calls
Target sequence (P61088 whole entry, looked up): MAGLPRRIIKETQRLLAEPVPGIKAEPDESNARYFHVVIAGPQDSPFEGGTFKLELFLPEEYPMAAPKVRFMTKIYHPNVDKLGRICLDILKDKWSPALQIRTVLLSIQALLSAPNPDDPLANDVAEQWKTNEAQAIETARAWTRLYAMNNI
Gli-Sufu antag: Gli-Sufu pathway antagonists, primary screen, luciferase luminescence, Sufu-KO-LIGHT cells, uHTS. 340,000 compounds, 0.74% hits. inhibition, % at 5 µM. Sufu-KO-LIGHT fibroblasts, Gli luciferase reporter luminescence;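 active means inhibition above about 55%, limit read from the data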;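 further: 0% = DMSO-treated cells and 100% = wells with medium but no cells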
* hit, by the source's call; ? = inconclusive. Unless noted, no stated cut-off is given here; in the data, active means inhibition above about 50%; inactive means the rest.

canonical_smiles | SENP7 block | Gli-Sufu antag | Jurkat NFkB inh | SENP8 block | HKDC1 inh | UBC13 inh | 697 NFkB inh | Apaf-1 inh
CC1CCCC(NC(=O)COC(=O)c2ccc([N+](=O)[O-])o2)C1C (configuration not stated) | 11.9 | -1.2 | 1.2 | 4.6 | -4.0 | -0.3 | 12.7 | 17.4
CCn1c(SCC(=O)Nc2cccc(C(C)=O)c2)nnc1C(C)C | -5.3 | 1.0 | 7.4 | -5.8 | -8.6 | -6.8 | -17.8 | 11.7
COc1ccc(OCC(=O)Nc2sc3c(c2C(=O)NCC2CCCO2)CCC3)cc1 (configuration not stated) | -1.5 | 3.0 | 6.2 | -1.2 | -0.5 | 4.7 | 25.9 | 6.4
CSc1ccc(/C=C/C(=O)c2ccc(NC(=O)Cc3ccccc3)cc2)cc1 | 1.6 | -0.3 | 18.7 | 9.2 | -2.3 | 4.1 | 11.4 | -1.0
CCc1ccc(C(=O)COC(=O)c2cnc(C)cn2)cc1 | -7.1 | 2.1 | -1.2 | -0.8 | -2.7 | 9.6 | 14.2 | -4.7
CCCC(C(=O)Nc1ccc(C)c(S(=O)(=O)N2CCOCC2)c1)c1ccccc1 (configuration not stated) | 3.6 | 5.0 | 5.0 | -0.3 | 1.7 | -1.1 | 9.7 | 6.5
CCCOc1cccc(-c2nnc(NC(=O)c3ccco3)s2)c1 | 7.8 | -6.8 | -0.4 | -1.6 | -1.6 | -5.8 | -74.1 | 6.4
CN(C(=O)c1ccc(=O)n(Cc2ccc(Cl)cc2)c1)c1ccccc1 | -8.8 | 23.3 | -12.4 | -5.8 | -4.2 | -0.3 | 6.3 | 10.1
COCCN1C(=O)/C(=C/c2ccc(OCc3ccc(C(=O)O)cc3)c(OC)c2)SC1=Nc1ccccc1 | 4.1 | 2.9 | 9.9 | -0.3 | 4.5 | -13.4 | 20.4 | 21.6
CCN(CC)CCCNC(=O)c1cn(-c2cccc(OC)c2)c(=O)c2ccccc12 | -5.7 | 7.6 | -22.7 | -9.5 | -5.6 | -3.8 | -14.3 | 4.0
O=C(CN1CCCC1)Nc1cc(C(F)(F)F)ccc1Cl | 4.8 | -2.4 | -12.9 | -3.9 | -1.7 | 10.1 | 6.8 | -0.7
CSc1cc(C)[nH]c(=O)n1 | -10.2 | -14.3 | -11.1 | -1.6 | -3.3 | -6.5 | -5.3 | 7.9
Cc1c([N+](=O)[O-])cc(C(=O)N2CCOCC2)cc1[N+](=O)[O-] | 1.4 | 0.6 | -1.6 | 3.2 | -14.1 | 3.7 | 15.0 | -4.8
CCOCCCNC(=S)NNC(=O)CCn1nc(C)c(Br)c1C | 2.1 | 3.6 | -6.0 | 1.6 | 2.7 | 6.5 | -3.0 | -1.3
CCC[C@@H]1Cc2ccccc2N1C(C)=O | 2.9 | -2.6 | 12.6 | -2.4 | 4.0 | 19.5 | 16.9 | 0.5
c1ccc(Cc2nnc(Sc3ccccc3)c3ccccc23)cc1 | -4.0 | 5.5 | -4.1 | -11.4 | -2.3 | ? | 7.8 | 4.8
CCc1nc2nc(C)c(NS(=O)(=O)c3ccc(C)c(C)c3)c(=O)n2[nH]1 | 2.9 | 12.4 | 9.4 | -1.8 | 4.0 | 2.5 | 18.8 | -1.5
O=C(N1CCCC1)C12CC3CC(CC(Cl)(C3)C1)C2 | -3.6 | -0.1 | -24.0 | 0.9 | -2.4 | -3.5 | 8.6 | 7.9
COC(=O)c1ccc(NC(=S)N2CCN(Cc3ccccc3)CC2)cc1 | -8.6 | 5.6 | -27.3 | -10.6 | -5.0 | -7.0 | 4.5 | 0.6
COc1ccc(CNC(=O)CSc2nnc3nc(C)cc(C)n23)cc1OC | 3.4 | 3.3 | 3.1 | -0.2 | -11.1 | -2.7 | 4.0 | -6.7
Cc1cc(C)cc(Nc2ccc(C(=O)O)cc2N)c1 | 1.2 | 6.9 | 1.8 | 0.3 | -6.5 | -4.9 | -7.7 | 7.7
Cn1c(SCC(=O)N2CCN(c3ccccc3)CC2)nnc1-c1ccccc1 | 3.3 | -17.6 | 2.6 | 3.1 | -0.5 | -0.2 | 12.0 | -9.3
Cc1cc(C)nc(SCCC(=O)Nc2ccccc2C)n1 | -0.2 | -13.0 | 1.4 | 1.4 | -1.7 | 5.2 | 13.1 | -12.2
CCCc1nnc(SCC(=O)N2C(C)CCCC2C)n1CC (configuration not stated) | 0.8 | -0.1 | 5.8 | 2.2 | -7.9 | 1.3 | 7.6 | -4.9
CCCN(Cc1cc2ccc(C)cc2[nH]c1=O)S(=O)(=O)c1ccccc1 | -12.1 | 0.7 | -16.3 | -5.3 | -3.5 | -2.8 | -25.0 | 15.0
COC(=O)c1ccccc1NC(=O)C1CCCN(S(=O)(=O)c2ccccc2)C1 (configuration not stated) | 14.7 | 4.3 | 3.4 | -1.5 | 0.2 | -3.3 | -10.8 | 3.2
COc1ccccc1N1CCN(CC(=O)c2c(C)n(C)c3ccccc23)CC1 | 6.8 | 4.3 | 0.4 | 3.1 | -5.0 | 5.9 | 9.0 | 14.8
COCNc1nc(OCC#N)nc(N(C)C)n1 | -9.4 | -0.4 | -2.5 | -9.4 | -7.1 | -6.8 | 16.8 | -4.6
COCCNC(=S)N/N=C(\C)c1cccc(C(F)(F)F)c1 | 8.2 | 2.3 | -12.3 | 1.8 | -9.0 | -0.4 | 1.1 | 2.7
O=C(Nc1ccc(N2CCOCC2)cc1N1CCOCC1)c1cccc([N+](=O)[O-])c1 | 0.6 | 24.5 | 14.9 | 2.1 | -5.2 | -1.2 | 14.3 | 3.8

Entries above containing a furan ring, fused or not (2):
canonical_smiles | SENP7 block | Gli-Sufu antag | Jurkat NFkB inh | SENP8 block | HKDC1 inh | UBC13 inh | 697 NFkB inh | Apaf-1 inh
CC1CCCC(NC(=O)COC(=O)c2ccc([N+](=O)[O-])o2)C1C (configuration not stated) | 11.9 | -1.2 | 1.2 | 4.6 | -4.0 | -0.3 | 12.7 | 17.4
CCCOc1cccc(-c2nnc(NC(=O)c3ccco3)s2)c1 | 7.8 | -6.8 | -0.4 | -1.6 | -1.6 | -5.8 | -74.1 | 6.4

Remaining list, next part:
canonical_smiles | SENP7 block | Gli-Sufu antag | Jurkat NFkB inh | SENP8 block | HKDC1 inh | UBC13 inh | 697 NFkB inh | Apaf-1 inh
CCCCC(=O)NC(c1cccc([N+](=O)[O-])c1)c1c(OC(C)=O)ccc2ccccc12 (configuration not stated) | 2.7 | -1.2 | -31.9 | -0.2 | 0.0 | -6.2 | 8.9 | 13.0
COCCCNCCOc1ccccc1-c1ccccc1 | -5.0 | 1.2 | 2.3 | -13.1 | -8.9 | 3.3 | 8.5 | 2.0
Cc1cccc(-c2noc(Cc3ccc(Cl)cc3)n2)c1 | -2.8 | 0.8 | -32.2 | -15.3 | -1.8 | 2.7 | -31.8 | 5.8
C#CCNC(=O)C1=C[C@@H](c2cn(C(C)=O)c3ccccc23)C[C@@H](OCc2ccc(CO)cc2)O1 | 3.6 | 5.4 | 1.4 | 0.3 | -0.9 | 14.2 | 22.2 | 12.5
Cc1noc(NS(=O)(=O)c2ccc(NC(=O)CS(=O)(=O)c3ccccc3)cc2)c1C | 0.4 | -0.5 | -6.3 | -7.8 | -5.9 | -4.4 | 18.5 | -3.7
Cc1ccc(OCCNC(=O)CNC(=O)c2ccc(C)cc2)cc1 | 3.6 | -18.9 | 4.7 | 5.3 | 1.4 | -2.4 | -1.1 | 10.8
CSc1nncn1/N=C/c1ccc([N+](=O)[O-])cc1 | 6.3 | -22.0 | -14.9 | -1.4 | 4.5 | -9.4 | 24.7 | 3.2
Cc1c([N+](=O)[O-])cc(C(=O)Nc2ccc(NC(=O)c3ccco3)cc2)cc1[N+](=O)[O-] | 7.8 | 18.1 | 7.9 | 4.7 | -2.7 | 1.0 | -16.0 | -14.5
COC(=O)Cn1cc(C(=O)OC)c2ccccc21 | 9.8 | -0.3 | 0.6 | 4.1 | -4.9 | 5.3 | 24.7 | 2.7
O=C1NC(=Nc2ccccc2)SC1Cc1ccccc1 (configuration not stated) | 3.0 | -6.3 | 7.4 | 3.9 | 16.8 | 5.7 | 1.2 | 5.9
COC(=O)c1c(C)oc(C)c1S(=O)(=O)NC(c1ccccc1)c1ccccc1 | -3.9 | 9.2 | 9.8 | 0.3 | -3.7 | 3.9 | -1.4 | 6.1
CC(C)CN1C(=S)SC(C)(C)C1n1oc(=O)n(-c2ccccc2)c1=O (configuration not stated) | 1.8 | -4.2 | 4.1 | -1.6 | -0.8 | 1.3 | 15.2 | 11.2
Cc1ccc(C)c(N2CCN(C(=O)c3cc4ccccn4n3)CC2)c1 | 14.6 | 2.1 | -3.7 | -7.8 | 3.5 | 2.4 | -36.4 | 19.8
CCOC(=O)C(NC(=O)CC)(Nc1sc(C)c(CC)c1C#N)C(F)(F)F (configuration not stated) | -0.9 | 0.1 | 11.2 | -9.7 | -4.3 | 8.6 | 14.3 | 2.5
CCOc1cccc(C(=O)N/N=C/c2coc3ccccc3c2=O)c1 | -6.9 | 3.0 | -2.0 | 3.5 | 12.3 | -18.4 | -3.5 | 7.9
CN(C)Cc1ccccc1C1(O)c2ccccc2CSc2ccccc21 (configuration not stated) | 7.2 | 1.0 | 0.3 | 0.6 | 7.5 | 7.8 | -2.2 | 14.4
O=C(NCCN1CCCCC1)Nc1ccc(Cl)cc1 | -2.6 | 7.2 | -2.9 | 6.7 | -3.1 | 2.1 | 5.0 | -16.3
CC1CCN(C(=S)Nc2ccc(SC(F)F)cc2)CC1 | 4.8 | -35.5 | -29.2 | -1.2 | -5.8 | 4.9 | -62.3 | 3.7
O=C(CCC(=O)OCC(F)(F)C(F)F)Nc1ccccc1F | 12.6 | -3.8 | -1.1 | 2.0 | -14.5 | 9.0 | 1.8 | 2.3
O=c1c([N+](=O)[O-])cc(C(F)(F)F)cn1Cc1cccc(Cl)c1 | -4.1 | 3.9 | 19.1 | -2.4 | -2.5 | 3.9 | -1.0 | 0.1
Cn1c(/C=N/NC(=O)c2ccccc2)nc2ccccc21 | 0.5 | -13.6 | -15.7 | 2.0 | -3.6 | -7.3 | 18.2 | 2.6
O=C1NN(c2ccc(F)cc2)C(=O)/C1=C/c1cccs1 | 1.1 | 8.0 | 12.2 | -3.8 | -2.0 | -7.2 | 10.3 | -3.3
COc1ccc(CNC(=O)c2cc(C3CC3)nc3c2cnn3C(C)C)cc1OC | 4.6 | -9.2 | 2.6 | 3.7 | 2.2 | 1.7 | -12.4 | -1.5
COC(=O)C1=CO[C@@H](O)C2C(CO)=CCC12 (some centres not stated) | -14.6 | -13.7 | -3.1 | -14.1 | -3.1 | -18.3 | -1.3 | -0.4
CCn1c(SCC(=O)Nc2cc(C)on2)nnc1-c1c[nH]c2ccccc12 | -4.6 | -2.4 | 6.0 | -2.0 | 3.5 | -5.8 | -14.4 | 2.9
CC(=O)Oc1ccc2nc(/C=C/c3ccccc3)oc(=O)c2c1 | 72.4* | -3.2 | -6.9 | 77.3* | -1.0 | -7.3 | -20.5 | 0.3

Source: PubChem BioAssay (Sanford-Burnham Center for Chemical Genomics)
